# GRP78 ERSR act: ER stress response induction in glioma; U87-MG GRP78 promoter luciferase reporter, 16 h; Potency, µM, without a hit: at the top dose activation, most hits filed as activators; hit rate 0.02% among 420,000; further: potency means the concentration at half of the fitted maximal effect; series mostly up to about 76 µM; % of control where 0% means no effect; nearly all actives have a fitted effect of over 35% in size
#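 Stably transfected U87-MG human glioma cells carrying a GRP78-based luminescent sensor were seeded at 1000 cells/well, pin-dosed with compounds and incubated 16 h. Luciferase reagent was then added, and end-point luminescence was read after 10 min at room temperature.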
# rTrxR1 inhibitor: inhibitors of rat thioredoxin reductase 1; O89049; recombinant rTrxR1, NADPH fluorescence consumption, selenite substrate; Potency, µM (titrated, usually from 114 µM), inactives show at the top dose activity change, negative = inhibition, most hits filed as inhibitors; hit rate 1% among 390,000; further: potency means the concentration at half of the fitted maximal effect; on the % scale 0 is the no-effect control and ±100 the full control effect; nearly all actives have a fitted effect of over 65% in size
#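 Rat TrxR1 (90 nM in the dispensed reagent) was pre-reduced with 400 uM NADPH for 5 min at room temperature, then incubated with compound for 15 min. After 400 uM selenite was added, NADPH fluorescence (Ex 340/Em 450 nm) was followed for 8 min.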
# TrxR1 substrate: substrates of rat thioredoxin reductase 1. O89049. purified TrxR1 substrate turnover, NADPH consumption readout. Potency, µM (series often up to 114 µM), without a hit: top-dose activity change, negative = substrate turnover. hit rate 0.01% among 390,000; further: potency means the concentration at half of the fitted maximal effect; on the % scale 0 is the no-effect control and ±100 the full control effect; nearly all actives have a fitted effect of over 50% in size
#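 Rat TrxR1, dispensed at 90 nM, was prereduced with 400 uM NADPH (final) for 5 min at ~22 deg C, then incubated with compound 15 min before 400 uM selenite. A first-read NADPH fluorescence drop versus no-compound background flagged substrates.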
# USP1-UAF1 inh: USP1/UAF1 (human) deubiquitinase inhibition; O94782; recombinant USP1/UAF1, Ub-Rhodamine cleavage fluorescence; Potency, µM (top dose mostly 57.1 µM), for the others: at the top dose activity change, negative = inhibition, usual class: inhibitors; hit rate 0.23% among 390,000; further: potency means the concentration at half of the fitted maximal effect; on the % scale 0 is the no-effect control and ±100 the full control effect; nearly all actives have a fitted effect of over 60% in size; inactives centre near -12
#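 High-throughput fluorogenic screen: 1nM USP1/UAF1 complex, Ub-Rho substrate 150nM final, 50mM HEPES pH 7.8 with 0.5mM EDTA, 0.1 mg/ml BSA, 1mM TCEP and 0.01% Tween-20.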
# LDHA inh: inhibitors of human lactate dehydrogenase A | P00338 | purified LDHA, NADH/diaphorase-resazurin fluorescence; hits give low values | activity change, % (values are at about 110 or 230 µM) | hit rate 0.15% among 480,000; in the data active means activity change below about -30%; inconclusive means mostly about -25% to -30%;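 further: plate controls were DMSO wells for no effect and wells without enzyme for full effect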
#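 Enzyme activity of human lactate dehydrogenase 5 (2 nM; 0.06 mM NADH, 0.2 mM pyruvate, 5 min, RT) is measured via a resazurin/diaphorase fluorescence readout of residual NADH.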
# mIDH1 inhibitor: blocks human mutant IDH1 R132H enzyme | O75874 | hit rate 0.093% among 390,000 | Potency, µM (titrated, usually from 76.6 µM), inactives show at the top dose activity change, negative = inhibition, usual class: inhibitors | IDH1-R132H enzyme, NADPH consumption, diaphorase/resazurin fluorescence; further: potency means the concentration at half of the fitted maximal effect; on the % scale 0 is the no-effect control and ±100 the full control effect; nearly all actives have a fitted effect of over 65% in size
# Target sequence (O75874 whole entry R132H, stated change not applied): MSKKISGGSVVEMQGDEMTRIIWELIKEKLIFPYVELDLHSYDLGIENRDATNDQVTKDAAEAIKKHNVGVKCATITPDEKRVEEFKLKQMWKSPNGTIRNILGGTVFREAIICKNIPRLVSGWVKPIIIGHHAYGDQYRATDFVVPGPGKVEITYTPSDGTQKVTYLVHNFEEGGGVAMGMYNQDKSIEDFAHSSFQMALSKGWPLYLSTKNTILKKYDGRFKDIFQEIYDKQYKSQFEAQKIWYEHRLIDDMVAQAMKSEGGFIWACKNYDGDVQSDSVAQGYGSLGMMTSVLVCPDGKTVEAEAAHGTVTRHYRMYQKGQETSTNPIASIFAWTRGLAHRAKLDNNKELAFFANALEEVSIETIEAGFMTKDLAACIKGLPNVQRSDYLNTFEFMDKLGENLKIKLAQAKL
#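 IDH1-R132H (0.5 ug/mL) preincubated 30 min with compound, then NADPH (0.016 mM) and alpha-KG (2 mM) added; 80 min at RT, pH 7.5. Remaining NADPH coupled via diaphorase/resazurin to fluorescence (540/590 nm); concentration-response curves normalized to no-enzyme control.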
# Vif-A3G inh: blocks the Vif interaction with human APOBEC3G; Q9HC16; HeLa A3G-eYFP + Vif (tagged APOBEC3G with the HIV-1 protein that degrades it), YFP fluorescence, overnight; Potency, µM (top dose mostly 46.1 µM), for inactives: at the top dose activity, negative = active, most hits filed as inhibitors; hit rate 0.076% among 410,000;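 further: potency means the concentration at half of the fitted maximal effect; on the % scale 0 is the no-effect control and ±100 the full control effect; nearly all actives have a fitted effect of over 60% in size; hits raise eYFP signal because A3G escapes Vif-driven loss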
# Target sequence (Q9HC16 whole entry, looked up): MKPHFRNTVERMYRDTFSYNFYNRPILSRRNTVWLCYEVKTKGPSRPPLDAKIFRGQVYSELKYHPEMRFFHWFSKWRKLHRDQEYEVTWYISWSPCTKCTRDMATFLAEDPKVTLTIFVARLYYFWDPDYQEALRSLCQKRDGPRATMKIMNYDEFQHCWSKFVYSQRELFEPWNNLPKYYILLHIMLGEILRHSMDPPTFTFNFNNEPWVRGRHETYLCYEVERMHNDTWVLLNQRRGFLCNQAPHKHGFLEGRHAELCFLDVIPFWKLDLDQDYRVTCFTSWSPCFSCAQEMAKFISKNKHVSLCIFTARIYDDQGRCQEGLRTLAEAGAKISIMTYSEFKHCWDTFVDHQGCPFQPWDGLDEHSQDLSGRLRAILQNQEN
#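 HeLa cells stably expressing Vif and C-terminally eYFP-tagged A3G, seeded overnight at 37 deg C, then exposed to compound by pintool overnight at 37 deg C. Rise in yellow fluorescence (Ex 488/Em 500-530, Acumen) marks blocked Vif-driven A3G degradation.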
# RGS4 inhibitor: human RGS4 inhibition; hit rate 0.039% among 390,000; AID 504845; Potency, µM (series often up to 114 µM), for inactives: at the highest dose activity change, negative = inhibition, hits mostly inhibitors; Transcreener GDP fluorescence polarization, RGS4-accelerated GTP hydrolysis; P49798; further: potency means the concentration at half of the fitted maximal effect; on the % scale 0 is the no-effect control and ±100 the full control effect; nearly all actives have a fitted effect of over 75% in size; some results filed as inactive show a strong effect at the top dose
# Target sequence (P49798 whole entry, looked up): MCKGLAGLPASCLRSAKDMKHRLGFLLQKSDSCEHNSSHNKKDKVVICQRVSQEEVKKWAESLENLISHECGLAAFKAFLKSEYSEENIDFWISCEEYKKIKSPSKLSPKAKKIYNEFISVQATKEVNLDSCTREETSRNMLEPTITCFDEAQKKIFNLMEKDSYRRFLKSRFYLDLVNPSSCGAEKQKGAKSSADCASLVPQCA
#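 MLSMR compounds (23 nl, pin-transferred) preincubated 10 min at room temperature with a 500nM (2x) first reagent, then RGS4 at 900nM (2x) plus Transcreener GDP mix added; fluorescence polarization (620/688 nm) read before and after 90 min at 30 °C.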
# Vif-APOBEC3F blk: inhibitors of Vif-A3F interaction; HeLa A3F-eYFP + Vif (tagged APOBEC3F with the HIV-1 protein that degrades it), YFP fluorescence increase; Potency, µM (top dose mostly 46.1 µM), for inactives: at the top dose activity, negative = active; hit rate 0.2% among 390,000; AID 602313; further: potency means the concentration at half of the fitted maximal effect; % of control where 0% means no effect; nearly all actives have a fitted effect of over 65% in size
#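 HeLa cells stably expressing A3F-eYFP plus Vif, plated and incubated overnight at 37 deg C, then exposed to compounds overnight at 37 deg C. Blocked degradation read as raised yellow fluorescence (Ex 488/Em 500-530).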
# An asterisk follows results filed as active; ? = inconclusive; · = no result given; & = joins results of further samples; [ ] = remark or other dose. Unless noted, the call rests on the fitted dose curve; in most records, active means well fitted curve in the direction sought with a large enough effect; inconclusive means small, poorly fitted or top-dose-only effect, or another doubt; inactive means no such curve, though single readings can be large; an effect the other way counts as inactive or inconclusive. The list is partial. The share of hits here may be higher or lower than overall.
(1) CC(CCc1ccccc1)NC(=O)COC(=O)c1ccc(S(C)(=O)=O)c([N+](=O)[O-])c1 (stereo unspecified)
(2) Cc1cc(OCCN2CCC(Cc3ccccc3)CC2)ccc1[N+](=O)[O-]
(3) CC(=O)Nc1ccc2c(c1)nc(CCNC(=O)c1ccco1)n2C
(4) Cc1csc(=O)n1CCC(=O)OCC(=O)NNC(=O)c1ccccc1
(5) O=C(Nc1ccccc1)OC(CN1CCCCC1)C(F)(F)F (stereo unspecified)
(6) CC(C)(C)CN1CCNC(=O)C1CC(=O)NCc1cccc(-n2cccn2)c1 (stereo unspecified)
(7) Cc1cc(NC(=O)Cn2c(C)nc3ccccc3c2=O)ccc1Br
(8) CN(C)/C=C/C(=O)c1cnc(-c2ccccn2)s1
(9) CCS(=O)(=O)N1CCN(C(=O)CCC2CCCC2)CC1
(10) COc1ccccc1/C=C/C(=O)NCCc1ccccn1

Screen / compound no.	1	2	3	4	5	6	7	8	9	10
GRP78 ERSR act	-17%	0%	0%	-1%	2%	-3%	-4%	3%	-2%	-5%
rTrxR1 inhibitor	0.79µM*	11%	18%[57.1 µM]	-3%	-2%	15%[57.1 µM]	11%[57.1 µM]	-2%[57.1 µM]	?	15%
TrxR1 substrate	2%[57.1 µM]	-2%	-7%	1%	4%[57.1 µM]	2%[57.1 µM]	5%[57.1 µM]	-7%[57.1 µM]	5%[11.4 µM]	11%
USP1-UAF1 inh	-7%	-20%	-1%	-4%	-10%	-18%	-22%	-6%	1%	-17%
LDHA inh	-4	-9	-10	-1	-6	3	-4	-4	-6	-6
mIDH1 inhibitor	?	7%	-3%	2%	5%	7%	0%	-2%	1%	3%
Vif-A3G inh	-22%	-1%	0%	1%	-1%	-2%	-7%	2%	-2%	2%
RGS4 inhibitor	-12%	-21%	5%	-11%	-3%	-30%	-51%	-28%	-7%[11.4 µM]	-6%
Vif-APOBEC3F blk	5%	15%	11%	-13%	-2%	11%	1%	-2%	4%	-4%

# 6 of these compounds in another layout.
# Below each compound – GRP78 ERSR act | rTrxR1 inhibitor | TrxR1 substrate | USP1-UAF1 inh | LDHA inh | mIDH1 inhibitor | Vif-A3G inh | RGS4 inhibitor | Vif-APOBEC3F blk
[1] CC(CCc1ccccc1)NC(=O)COC(=O)c1ccc(S(C)(=O)=O)c([N+](=O)[O-])c1 (stereo unspecified)
    -17% | 0.79µM* | 2%[57.1 µM] | -7% | -4 | ? | -22% | -12% | 5%
[5] O=C(Nc1ccccc1)OC(CN1CCCCC1)C(F)(F)F (stereo unspecified)
    2% | -2% | 4%[57.1 µM] | -10% | -6 | 5% | -1% | -3% | -2%
[9] CCS(=O)(=O)N1CCN(C(=O)CCC2CCCC2)CC1
    -2% | ? | 5%[11.4 µM] | 1% | -6 | 1% | -2% | -7%[11.4 µM] | 4%
[10] COc1ccccc1/C=C/C(=O)NCCc1ccccn1
    -5% | 15% | 11% | -17% | -6 | 3% | 2% | -6% | -4%
[2] Cc1cc(OCCN2CCC(Cc3ccccc3)CC2)ccc1[N+](=O)[O-]
    0% | 11% | -2% | -20% | -9 | 7% | -1% | -21% | 15%
[3] CC(=O)Nc1ccc2c(c1)nc(CCNC(=O)c1ccco1)n2C
    0% | 18%[57.1 µM] | -7% | -1% | -10 | -3% | 0% | 5% | 11%

# Carrying on.
(11) Nc1ncnc(Nc2ccc(S(N)(=O)=O)cc2)n1
(12) Nc1c(C(=O)Nc2cccc(F)c2)nnn1-c1ccc2c(c1)OCCO2
(13) CC(C(=O)Nc1ccc([N+](=O)[O-])cc1Cl)N1CCN(S(=O)(=O)c2cccs2)CC1 (stereo unspecified)
(14) CCn1c(SCC(=O)Nc2nnc(C)s2)nnc1C(C)NC(=O)c1ccccc1F (stereo unspecified)
(15) COc1ccc(-c2nnn3c2nc(NCCc2ccc(OC)c(OC)c2)c2ccccc23)cc1
(16) COCCC(=O)N1CCCC(C(=O)c2ccc3c4c(cccc24)CC3)C1 (stereo unspecified)
(17) Cc1ccc(-c2cc(-c3coc4ccc(Cl)cc4c3=O)c3c(n2)-c2ccccc2OC3)cc1
(18) Cc1ccc(NC(=O)C2(C)Cc3ccccc3C(=O)O2)cc1 (stereo unspecified)
(19) COc1ccccc1-c1cc(N)n[nH]1
(20) CCN(/C=N/S(=O)(=O)c1ccc(Cl)cc1)CC

Screen / compound no.	11	12	13	14	15	16	17	18	19	20
GRP78 ERSR act	2%	-7%	-4%	-2%	7%	-6%	-2%	-4%	0%	0%
rTrxR1 inhibitor	-1%[2.29 µM]	11%	10%	17%[57.1 µM]	-4%	25%	15%	4%	13%[57.1 µM]	28%[57.1 µM]
TrxR1 substrate	0%[57.1 µM]	-2%	-7%	0%[57.1 µM]	0%	11%	2%	-6%	12%[57.1 µM]	13%[57.1 µM]
USP1-UAF1 inh	-6%	?	0%	-6%	-27%	-14%	-13%	-10%	-5%	-10%
LDHA inh	-1	-12	-1	4	4	1	-8	-6	2	-5
mIDH1 inhibitor	-5%	-3%	6%	-1%	12%	14%	2%	-10%	-3%	0%
Vif-A3G inh	-1%	0%	0%	-5%	-4%	-4%	-1%	0%	1%	-2%
RGS4 inhibitor	-26%	-25%	8%	9%	-17%	-1%	24%	-8%	-4%[11.4 µM]	-6%
Vif-APOBEC3F blk	-2%	1%	-6%	-10%	-12%	-12%	-8%	-2%	5%	7%

(21) Cc1cccc(N2CCN(C(=O)CS(=O)(=O)c3cccc4nsnc34)CC2C)c1 (stereo unspecified)
(22) NC(N)=N/N=C/c1ccccc1
(23) COc1cc(C(=O)Nc2cccc(-n3cnnn3)c2)cc(OC)c1OC
(24) CCCCC(CC)C(=O)Nc1cc(=O)[nH]c2nc3ccccc3n12 (stereo unspecified)
(25) Cc1cc(Nc2ccccc2)nc2cc(O)ccc12
(26) CN(C)S(=O)(=O)c1ccc(C(=O)Nc2ccccc2[N+](=O)[O-])cc1
(27) Cc1ccc(C(c2nnnn2C(C)(C)C)N2CCN(C3CCCC3)CC2)cc1 (stereo unspecified)
(28) CCN(C[C@H]1N[C@@](CC)(C(=O)OC)[C@H]2C(=O)N(C)C(=O)[C@@H]12)C(=O)Nc1ccc(OC)cc1
(29) O=C(COC(=O)CNC(=O)c1ccco1)Nc1ncc(Cl)cc1Cl
(30) Cc1cc(C)c(C(=O)CSc2nnc(N)s2)cc1C

Screen / compound no.	21	22	23	24	25	26	27	28	29	30
GRP78 ERSR act	-3%	-1%	-2%	-2%	0%	-2%	-1%	0%	-5%	9%
rTrxR1 inhibitor	5%[57.1 µM]	11%[57.1 µM]	10%[57.1 µM]	23%	8%	-11%	0%[57.1 µM]	13%	?	-14%
TrxR1 substrate	-2%[57.1 µM]	6%[57.1 µM]	-15%[57.1 µM]	4%	7%	-13%	-5%[57.1 µM]	0%	6%	3%
USP1-UAF1 inh	-1%	-3%	-12%	-16%	-13%	-19%	-13%	-4%	-18%	-30%
LDHA inh	3	-2&-9	1	-1	-2	-1	1	2	3	-3
mIDH1 inhibitor	0%	-5%	5%	0%	18%	1%	9%	-1%	-5%	-4%
Vif-A3G inh	1%	2%	5%	0%	-2%	3%	1%	-1%	-12%	-5%
RGS4 inhibitor	-18%	25%	-6%[56.9 µM]	-18%	9%	-40%	2%	12%	-11%	0%[11.4 µM]
Vif-APOBEC3F blk	5%	0%	3%	4%	-7%	-3%	-3%	9%	-4%	8%

(31) O=C1CCCCc2sc(Br)c([N+](=O)[O-])c2N1
(32) CC(OC(=O)c1cccc(S(=O)(=O)N2CCOCC2)c1)C(=O)NCC1CCCCC1 (stereo unspecified)
(33) Cc1cc2cc3c(=O)[nH]c(=O)nc-3n(CC(O)C(O)C(O)CO)c2cc1C (stereo unspecified)
(34) COCCn1c(-c2ccccc2)c(C)n2c3c(=O)n(C)c(=O)n(C)c3nc12
(35) CC(C)CN(C(=O)CN1CCN(c2cccc(Cl)c2)CC1)c1c(N)n(CC(C)C)c(=O)[nH]c1=O
(36) O=C(Nc1ccc(NC(=O)c2cccs2)cc1)c1cccc(Br)c1
(37) Cc1c(Cl)cccc1NC(=O)CCS(=O)(=O)c1cccc2nonc12
(38) CCOC(=O)CNNC(=O)Nc1ccc(Cl)c(Cl)c1

Screen / compound no.	31	32	33	34	35	36	37	38
GRP78 ERSR act	-14%	-3%	1%	-4%	-1%	0%	1%	-3%
rTrxR1 inhibitor	10µM*	·	-22%	7%	-2%[57.1 µM]	6%	7%[57.1 µM]	-6%
TrxR1 substrate	9%[57.1 µM]	·	540%[activator]	-4%[11.4 µM]	-1%[57.1 µM]	9%	0%[57.1 µM]	-9%
USP1-UAF1 inh	3%	-13%	-17%	-24%	-8%	?	-6%	-1%
LDHA inh	-4	-4	-4	1	-3&-3	-5	-10	-5
mIDH1 inhibitor	-7%	-2%	3%	12%	-15%	-1%	18%	1%
Vif-A3G inh	0%	0%	2%	1%	-8%	-1%	-5%	0%
RGS4 inhibitor	-10%	·	-12%	12%	-4%	-4%	46%	-23%
Vif-APOBEC3F blk	2%	-1%	-1%	2%	-23%	-1%	-19%	-8%
